High-throughput results deposited in PubChem BioAssay by several laboratories.
Kir21 inh: Kir2.1 (mouse) channel inhibition; P35561; HEK293-Kir2.1, FluxOR thallium flux fluorescence; hits give low values; hit rate 0.85% among 310,000; B-score at 10 µM;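 active means fluorescence ratio B-score at or below minus 3 SD of library scores, with starting-brightness B-score within 2 SD, cut at about -4.2 in these data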;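 further: channel flux triggered by added potassium and thallium sulfate stimulus; B-score of peak minus minimum fluorescence over baseline after thallium stimulus; more negative B-score means stronger Kir2.1 block with less thallium influx; some compounds called inactive have numbers as strong as hits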
Target sequence (P35561 whole entry, looked up): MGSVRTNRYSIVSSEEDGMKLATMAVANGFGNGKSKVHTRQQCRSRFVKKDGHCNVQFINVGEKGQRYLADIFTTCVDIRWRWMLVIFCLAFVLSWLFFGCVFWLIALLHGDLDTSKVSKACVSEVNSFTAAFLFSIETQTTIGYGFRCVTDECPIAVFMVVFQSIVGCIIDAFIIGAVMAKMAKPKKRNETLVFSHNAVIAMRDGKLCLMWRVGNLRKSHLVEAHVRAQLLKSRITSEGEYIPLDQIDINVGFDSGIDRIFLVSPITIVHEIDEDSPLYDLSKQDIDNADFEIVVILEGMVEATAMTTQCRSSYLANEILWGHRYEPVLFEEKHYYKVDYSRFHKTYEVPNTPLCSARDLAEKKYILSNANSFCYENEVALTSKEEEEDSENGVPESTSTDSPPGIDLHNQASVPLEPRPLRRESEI
STK33 kinase inh: human STK33 kinase inhibition; purified STK33, MBP phosphorylation, ADP-Glo luminescence; inhibition, % at 10 µM; hit rate 0.073% among 320,000; AID 2661;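 active means inhibition at or above 25%, using the most active replicate where run in duplicate; inactive means inhibition below 25%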
Target sequence (Q9BYT3 whole entry, looked up): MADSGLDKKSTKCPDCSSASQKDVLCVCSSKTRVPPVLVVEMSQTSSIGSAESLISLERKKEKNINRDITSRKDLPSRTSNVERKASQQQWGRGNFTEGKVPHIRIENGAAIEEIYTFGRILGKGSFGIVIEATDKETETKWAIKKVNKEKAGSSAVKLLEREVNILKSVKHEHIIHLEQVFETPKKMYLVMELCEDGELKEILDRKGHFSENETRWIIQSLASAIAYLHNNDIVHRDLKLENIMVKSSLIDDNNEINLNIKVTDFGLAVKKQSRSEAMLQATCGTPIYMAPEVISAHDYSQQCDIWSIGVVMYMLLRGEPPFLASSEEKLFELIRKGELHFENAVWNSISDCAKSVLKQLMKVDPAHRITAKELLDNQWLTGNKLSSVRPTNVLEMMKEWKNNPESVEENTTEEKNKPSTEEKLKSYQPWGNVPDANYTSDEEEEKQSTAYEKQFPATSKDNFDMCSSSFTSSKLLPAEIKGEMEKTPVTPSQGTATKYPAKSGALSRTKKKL
Numbers without * were called inactive; . = no result given.

SMILES	Kir21 inh	STK33 kinase inh
Cc1ccc(C)c(N(C(=O)c2snc(C(N)=O)c2N)C(C(=O)NCC2CCCO2)c2ccc(C)o2)c1 (stereo not given)	-0.15	0.9
CCCCOCCCNC(=O)c1ccc(NC(C)=O)cc1	-0.95	-0.8
NC(=O)c1ccsc1NC(=O)COC(=O)c1ccc(Cl)nc1	-0.16	-0.7
CNC(C)c1ccc(S(N)(=O)=O)cc1 (stereo not given)	-0.22	-0.7
O=C(NNc1cccc(Cl)n1)c1ccc(Cl)cc1Cl	-1.53	-1.1
O=C(NCc1ccc(F)cc1)C1CCN(C(=O)NCc2ccccc2)CC1	-0.13	0.4
Cn1c(O)c(N=NC(=O)CNC(=O)c2cccnc2)c2ccccc21	0.26	0.6
Cc1ccccc1-c1nnc(SCC(=O)NC2CCS(=O)(=O)C2)n1C (stereo not given)	.	-1.6
COc1cc(-c2ccc3oc(-c4ccsc4)cc3c2)cc(OC)c1OC	-0.07	1.4
CC(Sc1ncnc2c1cnn2-c1ccccc1)C(=O)NCC1CCCO1 (stereo not given)	0.83	0.6
COc1ccccc1N(CC(=O)Nc1ccccc1C(F)(F)F)S(=O)(=O)c1cccs1	.	-1.1
O=C(O)CCn1c(Cc2ccccc2)nc2ccccc21	-0.15	0.0
Cc1cccc(N=Nc2c(C)nn(-c3ccccc3)c2N)c1C	0.69	-1.3
O=C(NNC(=O)[C@@H]1CCCC[C@@H]1C(=O)O)Nc1ccccc1	-0.51	0.3
O=C1[C@@H]2[C@@H]3C[C@@H]([C@H]4ON=C(c5ccc(Cl)cc5)[C@@H]34)[C@@H]2C(=O)N1c1ccc2c(c1)OCO2	-1.02	0.3
Cc1nc2c(C(=O)N3CCCCC3)cnn2c(C)c1Cc1ccccc1F	0.45	-0.4
O=C1N(c2ccccc2)C[C@@H]2C[C@@H](c3cc4ccccc4o3)N3CCC[C@@]123	1.46	.
COc1ccc(-n2c(=O)c3c(C)c(C)sc3n(Cc3ccc(F)cc3)c2=O)c(OC)c1	-0.76	1.9
COc1ccc(S(=O)(=O)NCC2CCCN(C(=O)CSC)C2)cc1 (stereo not given)	0	0.5
Cc1ccccc1NC(=S)N1CCN(c2ccccc2Cl)CC1	1.35	0.0

Ordered by value in STK33 kinase inh (falling): five of the compounds above
SMILES	Kir21 inh	STK33 kinase inh
O=C1[C@@H]2[C@@H]3C[C@@H]([C@H]4ON=C(c5ccc(Cl)cc5)[C@@H]34)[C@@H]2C(=O)N1c1ccc2c(c1)OCO2	-1.02	0.3
Cc1ccccc1NC(=S)N1CCN(c2ccccc2Cl)CC1	1.35	0.0
Cc1nc2c(C(=O)N3CCCCC3)cnn2c(C)c1Cc1ccccc1F	0.45	-0.4
COc1ccccc1N(CC(=O)Nc1ccccc1C(F)(F)F)S(=O)(=O)c1cccs1	.	-1.1
Cc1cccc(N=Nc2c(C)nn(-c3ccccc3)c2N)c1C	0.69	-1.3

Next section.
SMILES	Kir21 inh	STK33 kinase inh
O=c1[nH]c2ccc(NC(=S)NCCc3ccccc3)cc2[nH]1	0.18	0.5
COc1ccc(CCNC(=O)C(=O)NCCCN2CCOCC2)cc1	0.84	-1.7
O=C(c1ccco1)N1CCCC(c2ccccc2)C1 (stereo not given)	-0.48	-1.0
CSC1=N/C(=C\c2ccc3c(c2)OCO3)C(=O)S1	-1.8	-0.3
COc1cc2cnc(-c3ccccc3F)cc2cc1OC	.	-0.2
Cc1ccc(NC(=O)CN2C(=O)S/C(=C\c3cc(C)n(C)c3C)C2=O)cc1	1.12	-0.4
Cc1cc(Br)cc(Br)c1OCC(=O)NNC(=O)CCC(=O)NCc1ccccc1	-1.18	-1.5
O=C(O)c1nn2c(C(F)(F)F)cc(-c3cccs3)nc2c1Cl	0.01	1.8
Nc1cccc2c1C(=O)N(CCOc1ccc(F)cc1)C2=O	3.17	-1.6
O=C(O)c1ccc(/C=N/NC(=S)NCCN2CCOCC2)cc1	0.63	-0.5
CCC(C)C(NC(=O)OC(C)(C)C)C(=O)NCc1ccco1 (stereo not given)	-0.55	-1.3
Cc1ccc(S(=O)(=O)Nc2ccc(N3CCOCC3)nc2)cc1	-0.67	-0.9
COc1ccc(S(=O)(=O)N2CCOC2CNC(=O)C(=O)NCCc2ccccc2OC)cc1 (stereo not given)	0.88	-0.6
CC(C)CCN1CN(S(=O)(=O)c2cccs2)c2nc3ccccc3nc21	-1.61	0.6
O=C(c1cccc(C(F)(F)F)c1)N1CCC(O)(CS(=O)(=O)Cc2ccccc2Cl)CC1	0.8	-0.3
C=C(C)c1cccc(C(C)(C)NC(=O)N2CCCC2)c1	0.12	-0.8
CC1CCCCC1NC(=O)C1CCN(S(=O)(=O)c2ccc(-n3cnnn3)cc2)CC1 (stereo not given)	0.32	-0.4
CCOC(=O)c1c(NC(=O)C2COc3ccccc3O2)sc(C)c1C (stereo not given)	-0.91	-1.4
COCC(=O)N(Cc1cc2cc(C)ccc2[nH]c1=O)c1ccccc1	-0.09	-2.1
CC1=CC(C)(C)N(C(=O)CSc2nnc(C)s2)c2ccc(C)cc21	-7.09*	0.1
CC1=NN(S(=O)(=O)c2ccc(Cl)cc2Cl)C(=O)c2ccccc2O1	-4.83*	-1.2
Cc1cc(C(=O)CSc2nnnn2C)c(C)n1Cc1ccco1	0.05	-0.4
Cc1csc(CNC(=O)c2cc(COc3c(C)cccc3C)on2)n1	0.01	-1.9
COC(=O)c1ccc(C(=O)Nc2nc3cc(N)c(C)cc3s2)cc1	-0.09	-0.9
COc1ccc(/C=N/NC(=O)CCn2c3ccccc3c3ccccc32)cc1O	-0.76	0.8
COc1ccc(-c2[nH]ncc2CN2CCN(Cc3cccs3)CC2)c(F)c1	0.05	-0.7
CCOCCCNC(=O)C1CCCN(S(=O)(=O)c2cccc3nsnc23)C1 (stereo not given)	0.15	-1.5
COc1cccc(CNC(=O)COC(=O)CCc2cc(OC)c(OC)c(OC)c2)c1	.	-2.5
Cc1csc(CN(C)C(=O)CC2C(=O)NCCN2CC(C)(C)C)n1 (stereo not given)	-0.69	-0.4
Cc1ccc(NC(=O)C2CC(=O)N(C(C)C)C2)cc1C (stereo not given)	0.56	-1.6
Cc1cc(NC(=O)CCCn2nc([N+](=O)[O-])c(Br)c2C)no1	0	-1.6
COCCNC(=O)c1cn(C(C)c2ccccc2F)nn1 (stereo not given)	1.14	-0.4
c1ccc(-c2csc(N3CCCCCC3)n2)cc1	1.43	-2.5
COCCN(C(=O)C(F)(F)F)C(C(=O)NC1CCCCC1)c1ccco1 (stereo not given)	-1.85	-0.6
NS(=O)(=O)c1ccc(NC(=O)COC(=O)CCc2nc3ccccc3c(=O)[nH]2)cc1	.	0.1
O=C(N=Nc1c(O)[nH]c2ccccc12)c1cccs1	2.31	2.4
Cc1nnc(SCC(=O)c2ccc(Cl)cc2)s1	-0.02	-0.2
COc1ccc(/C(O)=C2/C(=O)C(=O)N(CCCN3CCOCC3)C2c2ccc(C(C)C)cc2)cc1 (stereo not given)	0.06	0.4
COC(=O)Nc1ccc(S(=O)(=O)N2CCCc3cccc(O)c32)cc1	-1.12	-1.4
Cc1[nH]nc2c1C(c1cc(Br)cs1)C(C#N)=C(N)O2 (stereo not given)	1.88	1.4

At a glance, some entries already given.
SMILES	Kir21 inh	STK33 kinase inh
Cc1ccc(C)c(N(C(=O)c2snc(C(N)=O)c2N)C(C(=O)NCC2CCCO2)c2ccc(C)o2)c1 (stereo not given)	-0.15	0.9
CCCCOCCCNC(=O)c1ccc(NC(C)=O)cc1	-0.95	-0.8
NC(=O)c1ccsc1NC(=O)COC(=O)c1ccc(Cl)nc1	-0.16	-0.7
CNC(C)c1ccc(S(N)(=O)=O)cc1 (stereo not given)	-0.22	-0.7
O=C(NNc1cccc(Cl)n1)c1ccc(Cl)cc1Cl	-1.53	-1.1

(cont.)
SMILES	Kir21 inh	STK33 kinase inh
N#Cc1ccc(N2C(=O)[C@@H]3C(C(=O)c4cnccn4)=NN[C@@H]3C2=O)cc1	0.98	-0.7
Cc1nc(CCNC(=O)Cc2ccccc2)cs1	0.07	-0.3
O=C(c1ccc(Cl)cc1)N1N=CCC1(O)c1ccc(Cl)cc1 (stereo not given)	-0.74	-0.9
CC(C)(C)NC(=O)C(=O)NN=C1CCCCCC1	0.71	-1.2
Cc1cccc(NC(=O)Cn2cc(C(=O)c3ccco3)c3ccccc32)c1	-0.91	0.4
CCS(=O)(=O)N1CCC(C(=O)N2CCOCC2)CC1	0.05	-1.6
O=C(Nc1ncccc1O)c1cc2ccccc2o1	-2.11	-0.1
O=S(=O)(NCCc1csc(-c2ccccc2)n1)c1ccc2c(c1)OCCO2	-2.08	-1.3
O=C(O)c1cccn2c(=O)c3ccccc3nc12	0.08	-1.7
Oc1c(Br)cc(/C=N/Nc2ccc(Cl)nn2)cc1Br	-1.4	1.6
CCN(CC)S(=O)(=O)c1cc(OCC(N)=O)c(C)cc1Cl	2.56	0.5
CCOC(=O)c1c(NC(=O)C[n+]2ccccc2)sc2c1CCCC2	0.1	0.4
CC1(C(=O)CSc2ncn[nH]2)CCC(=O)O1 (stereo not given)	-1.62	-0.1
Cc1ccc(-n2ncc(C(=O)NCC3CCN(C4CCCC4)C3)c2C2CCN(C(=O)OC(C)(C)C)CC2)cc1 (stereo not given)	-2.33	0.0
COC(=O)c1cc(C#N)c(NCc2ccc(Cl)cc2Cl)nc1C	0	1.3
Cc1ccc(C(=O)Nc2ccccc2[N+](=O)[O-])cc1S(=O)(=O)N1CCOCC1	1.18	-1.0
CCC1(c2ccccc2)NC(=S)N(c2cccc(C)c2C)N1 (stereo not given)	-0.35	-0.9
COc1ccc(OC)c(NC(=O)C2CCCN(S(=O)(=O)c3c(C)nn(C)c3C)C2)c1 (stereo not given)	-0.41	1.2
CCc1ccc(NCCC(=O)c2ccc(Br)cc2)cc1	-0.17	-1.4
CC1(C)OC(=O)N(NCc2ccccc2)C1(C)O (stereo not given)	-0.29	0.3
CCN(CC)S(=O)(=O)c1cc(C(=O)O)ccc1OC	0.19	-0.1
C=CCNC(=S)Nc1ccc(Cl)cc1	2.67	0.4
CCSc1nnc(NC(=O)C(C(F)(F)F)C(F)(F)F)s1	0	1.9
CN1CCN(C2=Cc3cc(Cl)ccc3Sc3cc(F)ccc32)CC1	-1.59	0.0
Cc1cccc(-n2nnc(C(=O)NCc3ccccn3)c2N)c1	0.41	0.2
Cc1c(N2CCCC2)cc2c(c1NC(=O)c1ccccc1Cl)C(C)(C)CC2(C)C	0.81	0.3
CCCCCOC(=O)c1ccc(NC(=O)c2cccc(NC(=O)c3ccccc3C(=O)O)c2)cc1	1.85	-1.1
COc1cccc(CN=c2c([N+](=O)[O-])nn(-c3ccccc3C)n2O)c1	-0.15	-0.5
CCOc1ccc(CNS(=O)(=O)c2c(C)nc3scc(C)n3c2=O)cc1OC	-0.18	-2.1
CCOC(=O)c1cnc(SCC(=O)OCC(=O)NC2CCS(=O)(=O)C2)nc1N (stereo not given)	-3.09	0.0
CC1(c2nnc(Cc3ccccc3)o2)CC(c2ccc(OC(F)(F)F)cc2)=NO1 (stereo not given)	-0.34	-1.3
COc1ccc(C2/C(=C(/O)c3ccccc3)C(=O)C(=O)N2c2ccccn2)cc1 (stereo not given)	-0.08	-4.1
Cn1cnnc1SCC(=O)Nc1ccc2c(c1)CCC2	0.81	-0.1
COc1cc(/C=C2/C(=O)NN(c3ccc(F)cc3)C2=O)cc([N+](=O)[O-])c1O	0.48	3.6
O=C(O)c1cccc(S(=O)(=O)N2CCCC(c3nc4c(nnn4Cc4ccccc4Cl)c(=O)[nH]3)C2)c1 (stereo not given)	-0.23	-0.6
O=C(Cc1cccs1)N(c1ccc(Cl)cc1)C1C=CS(=O)(=O)C1 (stereo not given)	0.21	-2.0
CCCNC(=O)c1ccccc1NC(=O)COc1ccc(OC)cc1	-0.05	-0.7
CC(C)C(=O)Nc1nnc(SCC(=O)Nc2ccc3c(c2)OCCO3)s1	-2.48	0.8
C=CCn1c(=O)c2c3c(sc2n2c(Nc4ccc(C(=O)OCC)cc4)nnc12)CCCC3	1.19	-1.1
CCOC(=O)COn1c(SCC(=O)OCC)nc2ccccc2c1=O	0.88	-0.9
Cc1nnc(NC(=O)c2ccc3c(c2)C(=O)N(CCC(C)C)C3=O)s1	0.73	-1.0
O=C(NCCNc1ccc([N+](=O)[O-])cc1)c1cc(F)c(F)cc1Cl	1.31	-2.0
O=C(CNC(=O)c1ccc(-c2ccccc2)cc1)OCc1c(F)cccc1Cl	-0.24	0.3
CCCCn1c(N)c(N(CCOC)C(=O)c2ccc(-c3ccccc3)cc2)c(=O)[nH]c1=O	1.68	-1.7
Cn1c(=O)c2[nH]c(N=NNc3ccccc3F)nc2n(C)c1=O	-2.17	-0.9
CN1CCN(c2ccc(Cl)cc2NC(=O)/C=C/c2ccc(F)cc2)CC1	-2.45	-0.1
CN(CC(=O)Nc1ccc(N2CCOCC2)cc1)C(=O)CC(c1ccccc1)c1ccccc1	-0.86	0.7
CCC1CCc2c(c3ccccc3[nH]c2=O)O1 (stereo not given)	-2.03	0.1
Cc1c(OCC(=O)NCc2ccncc2)ccc2c3c(c(=O)oc12)CCCC3	0.01	-0.8
Cc1cc(C)cc(CSCC(=O)NN=C2CCCCCC2)c1	-10.3*	-1.3
Further records follow:
SMILES	Kir21 inh	STK33 kinase inh
COCCCn1c(SCC(=O)NC(C)(C)C)nnc1-c1ccccc1	0.43	1.7
CCC(C)Sc1ccc([C@@H]2[C@H]3C(=O)N(CC)C(=O)[C@H]3[C@]3(C(=O)OC)CCCN23)cc1OC (stereo not given in full)	.	0.0
Cc1cc(F)ccc1S(=O)(=O)N1CCCOC1CNC(=O)C(=O)NCc1ccccn1 (stereo not given)	-0.15	-2.2
Cc1ccc(C(=O)N(c2ccccc2)C2CC(C)N(C(=O)c3ccco3)c3ccccc32)cc1 (stereo not given)	-1.96	-1.9
